# Screening results from PubChem.
# H9c2 TAG inh – reduces triacylglycerol accumulation in H9c2 cells; Nile Red lipid (TAG) fluorescence; cells loaded with 200 µM oleic acid; inhibition, % at 12.5 µM; 230,000 tested, 0.66% active; AID 651582;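 active = pattern-corrected inhibition of lipid staining of at least 50% with the nuclear-stain viability signal not falling by more than 50%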;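 note: 0% = DMSO wells and 100% = triacsin C control wells; some results filed as inactive read as strong as hits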
# H9c2 TAG inh DAPI viability – also measured in H9c2 TAG inh; calls as there; DAPI nuclei signal change (viability), lower = more cytotoxic, %;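 whole-well DAPI fluorescence read on a plate reader as a viability signal; minus 50 percent equals half of cells still viable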
# Numbers without * were called inactive; & = joins results of further samples. These rows are one share of the data; count on the stated rates, not on these rows.
# Second line of a record – H9c2 TAG inh, H9c2 TAG inh DAPI viability
- COc1cccc(/C=C/C(=O)OCC(=O)c2ccc(C)c(C)c2)c1OC
    -15, -1
- CC1(C(=O)NS(=O)(=O)c2cccc(C#N)c2)CCN1C(=O)c1ccccc1 (configuration not stated)
    2, 1
- O=C(C1CC(=O)N(c2ccc(F)cc2)C1)N1CCC(c2nc3ccccc3[nH]2)CC1 (configuration not stated)
    6, 1
- CCn1c(CSc2nnc3ccccn23)nc2cc(C(=O)O)ccc21
    -11, 0
- O=C(NCCN1CCOCC1)c1ccc(Cl)c(S(=O)(=O)N2CCCCCC2)c1
    -6, 6
- O=C(NCc1cccc(C(F)(F)F)c1)c1ccc2sc(COCCO)nc2c1
    -4, -2
- Cc1cc(-c2ccccc2C(=O)Nc2ccccc2O)on1
    0, 1
- CCn1nc2cc(C(=O)NCc3cc(C(F)(F)F)cc(C(F)(F)F)c3)ccc2c1OC
    -2, 20
- c1ccc(-c2nccc(-c3ccc4c(c3)OCO4)n2)cc1
    2, 9
- O=C(Nc1ccc(-c2ccco2)cc1)C1CCCN(Cc2ccc(CO)o2)C1 (configuration not stated)
    6, 16
- Cc1cn([C@H]2C[C@H](O)[C@@H](CNCc3cc(Br)ccc3OCc3ccccc3)O2)c(=O)[nH]c1=O
    -11, 4
- CCNC(=O)C1(C)CCN1C(=O)CCc1cccc(Cl)c1 (configuration not stated)
    1, 0
- CCc1nnc(NC(=O)CSc2nnc(-c3cccnc3)n2CCc2ccccc2)s1
    -1, 5
- C[N+]1(CN2C(=O)C3C4C=CC(C4)C3C2=O)CCCCC1 (configuration not stated)
    -2, -7
- CCOCCn1c(CN2CCN(CCO)CC2)nc2c1c(=O)n(C)c(=O)n2C
    11, -9
- Cc1cccc(Nc2nnc(SCC(=O)NCC3CCCO3)s2)c1 (configuration not stated)
    -3, -2
- COc1ccc(CC(=O)NCc2ccc3c(c2)cc(C)n3C)cc1OC
    14, -5
- O=C(CSCc1cnn(-c2ccccc2)c1-n1cccc1)NCc1cccnc1
    27, -30
- Cn1c(=O)[nH]c(=O)c2c1nc(NC1CCCCC1)n2Cc1ccccc1
    -10, 4
- Cc1ccc(OC(=O)c2cc(C)nn2C(C)(C)C)cc1
    -5, 3
- C=CCNc1ncnc2c1ncn2[C@H]1CN(Cc2cccs2)C[C@@H](CO)O1
    -3, 14
- CCN(CC)S(=O)(=O)c1cccc(C(=O)Nc2ccc(S(=O)(=O)NC3=NCCCCC3)cc2)c1
    -19, 5
- O=C(c1ccc(NC(=O)C(c2ccccc2)c2ccccc2)cc1)c1ccc(C(=O)O)c(C(=O)O)c1
    12, -4
- CSc1nc(N)c(NC(=O)c2ccc(Br)o2)c(=O)[nH]1
    -6, 4
- O=C(CN(c1ccc(Cl)c(C(F)(F)F)c1)S(=O)(=O)c1ccccc1)N1CCOCC1
    -6, -10
- Cc1ccc(S(=O)(=O)N2CCCCC2C(=O)N2CCN(Cc3ccccc3)CC2)cc1 (configuration not stated)
    -9, 6
- COc1ccc(NC(=S)N(CCc2c(C)[nH]c3ccc(C)cc23)Cc2ccco2)cc1
    -20, 5
- Cn1nc(-c2ccc(Cl)cc2)c2cc(C(=O)N3CCOCC3)sc21
    25, -1
- COc1ccc(N=c2scc(-c3ccc(OC)cc3)n2CCO)cc1
    -5, 0
- CC(C)COc1ccc(C(=O)OCC(=O)N(C)CC(=O)Nc2ccc(F)cc2)cc1
    18, -2

# Whole records as entered above.
# O=C(C1CC(=O)N(c2ccc(F)cc2)C1)N1CCC(c2nc3ccccc3[nH]2)CC1 (configuration not stated) in the list: H9c2 TAG inh = 6; H9c2 TAG inh DAPI viability = 1
# CCN(CC)S(=O)(=O)c1cccc(C(=O)Nc2ccc(S(=O)(=O)NC3=NCCCCC3)cc2)c1 in the list: H9c2 TAG inh = -19; H9c2 TAG inh DAPI viability = 5
# COc1ccc(NC(=S)N(CCc2c(C)[nH]c3ccc(C)cc23)Cc2ccco2)cc1 in the list: H9c2 TAG inh = -20; H9c2 TAG inh DAPI viability = 5

# In another format: two of the compounds above.
Structure | H9c2 TAG inh | H9c2 TAG inh DAPI viability
Cn1c(=O)[nH]c(=O)c2c1nc(NC1CCCCC1)n2Cc1ccccc1 | -10 | 4
C[N+]1(CN2C(=O)C3C4C=CC(C4)C3C2=O)CCCCC1 (configuration not stated) | -2 | -7

# Further entries.
# Second line of a record – H9c2 TAG inh, H9c2 TAG inh DAPI viability
- CCNC(=S)N1CCN(CC(=O)Nc2ccc(OC)cc2)CC1
    8, 11
- COc1cccc(OC)c1C(=O)NC(=S)Nc1ccc(N2CCOCC2)c(Cl)c1
    3, 10
- O=Cc1c[nH]c2ccc(S(=O)(=O)N3CCCCC3)cc12
    -14, -8
- C[C@@H]1CN([C@H](C)CO)S(=O)(=O)c2ccc(-c3ccc(C(=O)N(C)C)cc3)cc2O[C@H]1CN(C)C(=O)Cc1ccccn1
    7, -5
- Cn1c(=NC(=O)C2CC2)sc2cc(F)cc(F)c21
    3, -4
- CC1=C(C(=O)N2CCOCC2)C(c2c(C)cc(C)cc2C)NC(=S)N1 (configuration not stated)
    7, -9
- CC(=O)Nc1ccc2nc(NC(=O)COc3ccc(C)cc3)sc2c1
    -8, 6
- CN1C(=O)/C(=C/c2cccc(Cl)c2)Sc2ccc(C(=O)NCc3cccnc3)cc21
    13, -7
- CN1C(=O)C(CC(=O)O)S/C1=N\N=C\c1ccc(O)cc1O (configuration not stated)
    9, -5
- COc1ccc(CCNC(=O)c2cc(S(=O)(=O)N3CCCCC3)ccc2Cl)cc1
    -2, 6
- COc1ccc(C(=O)NCc2nnc(SCC(=O)N3CCc4ccccc43)o2)cc1OC
    15, -5
- CC(=O)Nc1ccc(NC(=O)C2CCCN2C(=O)Nc2ccccc2[N+](=O)[O-])cc1 (configuration not stated)
    -13, 1
- COc1ccc(N(C)S(=O)(=O)c2cccc(C(=O)Nc3cccc(C(=O)NC4CC4)c3)c2)cc1
    10, 3
- O=Cc1cc2c(cc1[B-](F)(F)F)OCO2
    -2, 9
- CN(C)c1cccc(NC(=O)c2ccc(-c3ccc(F)c(F)c3)c3ccoc23)c1
    -9, 10
- CCC(=O)c1cc(F)c(N2CCN(C(=O)c3ccco3)CC2)cc1C
    -20, 18
- Cc1cccc(NC(=O)CCCc2ccccc2)c1C
    -16, -1
- Cc1ccccc1Cn1ccc(NC(=O)c2cc3ncc(Br)cn3n2)n1
    -11, 2
- CCn1nc(Cc2cccc3ccccc23)c(C#N)c1N
    3, -3
- CC(=O)Oc1ccc(-c2nc(-c3cccnc3)no2)cc1
    8, -8
- O=C(OCC(=O)N1CCc2ccccc21)c1ccccn1
    3, 1
- CC(=NNS(=O)(=O)c1ccc(C)cc1)c1ccccc1
    12, -12
- O=C(CN1C(=O)NC(c2ccccc2)(c2ccccc2)C1=O)NC1CCCCC1
    25, -15
- COc1ccc(Cl)cc1N(CC(=O)NCCSCc1ccccc1)S(C)(=O)=O
    4, 0
- CCOc1ccc(NC(=O)CN(C)CC(=O)NC(C)c2ccccc2)cc1OCC (configuration not stated)
    -19, -5
- N#Cc1c(NC(=O)CSc2nnc(-c3ccccc3O)n2-c2ccccc2)sc2c1CCCC2
    16, -2
- CCN(C(=O)CCCCC(=O)N(CC)c1ccccc1)c1ccccc1
    1, -5
- Cc1ccccc1CCN1CCCC(CN(C)C(=O)C(=O)c2ccco2)C1 (configuration not stated)
    9, 0
- COc1ccc(NC(=O)c2c(Cl)n(C)c3ccccc23)cc1
    -68, 12
- CCOc1ccc2ccccc2c1C1NC(=S)N(C)C(C)=C1C(=O)OC (configuration not stated)
    11, -12
- COc1ccc(C(=O)NN2CCOCC2)cc1
    6, 12
- Nc1nc2n(n1)C(c1ccco1)CC(c1ccc(F)cc1)N2 (configuration not stated)
    -8, -7
- O=C(NCc1nnnn1-c1ccc(Cl)cc1)C(=O)c1c[nH]c2ccccc12
    -6, -11
- COC(=O)c1ccc(/C=N/NC(=O)C(=O)NCc2ccccc2)cc1
    -6, -6
- COCCN(CC(=O)Nc1ccccc1C(F)(F)F)C(=O)/C=C/c1cc(Cl)c2c(c1)OCCO2
    32, -5
- CSc1nc(-c2ccccc2)nc(NC(=O)C(C)C)c1C(C)=O
    17, 18
- CCOC(=O)C1CCCN(C(=O)C(=O)c2cn(CC(=O)N3CCOCC3)c3ccccc23)C1 (configuration not stated)
    -8, -2
- O=C(COC(=O)c1ccccc1O)Nc1cccc(S(=O)(=O)NC2=NCCCCC2)c1
    7, -5
- CC(C)N1CCC(N2CCN(C3CCCCC3)CC2CCO)CC1 (configuration not stated)
    19, -14
- Cc1ccc(C(=O)N2CCN(c3ccccc3)CC2)cc1S(=O)(=O)N1CCCC1
    -9, 1
- COC(=O)[C@@H]1CC[C@@](C)(c2ccc(OC)cc2)C1(C)C
    7, 4
- CC1CCCC(NC(=O)COC(=O)c2ccc([N+](=O)[O-])s2)C1C (configuration not stated)
    21, 2
- CC(=O)Nc1ccc2nc(NC(=O)c3cccnc3)sc2c1
    17, -5
- COc1ccc(/C=N/NC(=O)CN(C2=NS(=O)(=O)c3ccccc32)c2ccccc2)cc1
    7, 6
- O=C(NCc1ccccc1CN1CCCC1)C1CCN(C(=O)c2ccc(Cl)cc2)CC1
    6, 8
- Cc1c(Br)c(C(F)(F)F)nn1CC(=O)NCc1ccco1
    5, -11
- CC(C)C[C@H](NC(=O)c1nc[nH]c1C(=O)NCc1ccc(CNC(=O)OC(C)(C)C)cc1)C(=O)OC(C)(C)C
    -17, 0
- CC(C)[C@H](NC(=O)c1ccccc1)C(=O)OCC(=O)Nc1ccc(S(=O)(=O)N2CCOCC2)cc1
    -3, -2
- COc1cc(C2=NOC(C(=O)Nc3cc(C)on3)C2)cc(OC)c1OC (configuration not stated)
    -3, 11
- CC1(C(=O)Nc2ccccc2)Cc2c(-c3ccc4c(c3)OCO4)ccnc2O1 (configuration not stated)
    -6, -6
- C[C@H](NC(=O)c1nc[nH]c1C(=O)N[C@@H](CCCCNC(=O)OC(C)(C)C)C(=O)OC(C)(C)C)c1ccccc1
    -20, 1
- CSc1nc2c([nH]1)c(=S)n(C)c(=O)n2C
    21, 5
- C=CCC(Nc1ccco1)c1ccccc1 (configuration not stated)
    6, -6
- COC(=O)Nc1ccc([N+](=O)[O-])cc1OC
    1, 3
- COc1ccccc1C/C(N)=N/OC(=O)c1ccco1
    -14, 5
- CC(C)C(=O)NNC(=O)c1cc2sccc2s1
    -3, 5
- Cc1ccc(OC(=O)c2cccc(S(=O)(=O)N(C)C)c2)c(-n2nc3ccccc3n2)c1
    -26, -9
- COc1nnc(-c2ccc(N3CCOCC3)c(NC(C)=O)c2)c2ccccc12
    -13, -3
- CC(OC(=O)c1ccc(Cl)cc1)C(=O)NCC1CCCCC1 (configuration not stated)
    8, 8
- CC(C)C[C@@H](CN(C)N=O)N(C[C@H](Cc1ccccc1)N(CCc1ccccc1)N=O)N=O
    -11, -6

# The list goes on:
# Second line of a record – H9c2 TAG inh, H9c2 TAG inh DAPI viability
- CCn1c(CCNC(=O)c2ccc(OC)c(OC)c2)nc2ccccc21
    1, 3
- CC1CCC(C(C)C)C2=C1C(C#N)(C#N)C(C#N)(C#N)C(c1ccccc1)N2 (configuration not stated)
    3, -10
- CCOC(=O)C1CCN(C(=O)c2ccc(OC3CCN(C(=O)COC)CC3)cc2)CC1
    10, 4
- O=C(/C=C/c1ccccc1)N/C(=C\c1ccco1)C(=O)NCCO
    0, 7
- CCOc1ccc(CN(C(=O)c2cccs2)C2CCS(=O)(=O)C2)cc1 (configuration not stated)
    6, 3
- O=C(COC(=O)c1ccc(O)cc1)NC1CCCCCC1
    -4, -3
- Cc1ccccc1CN1[C@@H]2c3ccccc3C[C@@H]2OCCS1(=O)=O
    -13, 1
- Cc1ccc(C(=O)Nc2ccc3c(c2)OCCO3)cc1S(=O)(=O)N1CCOCC1
    5, -9
- COc1ccc(NC(=O)CSc2nc3[nH]ncc3c(=O)[nH]2)c(OC)c1
    -11, -2
- COc1ccc(C)cc1S(=O)(=O)N1CCC(C(=O)NCCc2ccccc2)CC1
    -6, -5
- CC(=O)N1CCN(C(=O)c2ccccc2NS(=O)(=O)c2ccc(F)cc2)CC1
    -4, 3
- CCc1nc2c(oc3ccccc32)c(=O)[nH]1
    3, -14
- O=c1cc(-c2ccc(O)cc2)oc2c1ccc1ccccc12
    -2, 19
- O=C(c1c(Cl)cccc1Cl)N1CCCCCC1
    -11, 5
- CN(C)CCNc1ccc(CO)c2oc3ccc(O)cc3c(=O)c12
    85, -58
- Cc1ccc(NCC(=O)N/N=C/c2cc3ccccc3nc2Cl)cc1
    27, -3
- C[C@H](CO)N1C[C@H](C)[C@@H](CN(C)S(=O)(=O)c2cccc(F)c2)Oc2ncc(Br)cc2C1=O
    -15, -3
- O=C(CC1SC(=O)N(Cc2ccccc2Cl)C1=O)Nc1nccs1 (configuration not stated)
    -5, 4
- COc1ccccc1N1CCN(C(=O)CCn2c(=O)[nH]c3ccsc3c2=O)CC1
    -9, 0
- Cc1cc(C)n(-c2nnc(C)n2NS(C)(=O)=O)n1
    -12, 12
- CC1=C(C(=O)N(C(C)C)C(C)C)CC(CC(=O)NCCN2CCOCC2)C(=O)N1Cc1ccccc1 (configuration not stated)
    15, 11
- COc1ccc(C(C)=O)cc1CSc1nnc(-c2ccc(Cl)cc2)n1-c1ccccc1
    3, -7
- Cc1ccc(/C(N)=N/OC(=O)c2cccc(Cn3cc(C(F)(F)F)ccc3=O)c2)cc1
    -1, -4
- C/C(=N/NS(=O)(=O)c1ccc(C)cc1)c1c[nH]c2ccccc12
    -1, 4
- O=C(CCN1C(=O)c2ccccc2C1=O)C1=NN[C@@H]2C(=O)N(c3cccc(F)c3)C(=O)[C@H]12
    12, -5
- CCOC(OCC)P(=O)(C(C)C)C(C)C
    -1, -5
- O=C1CC(NS(=O)(=O)c2cccnc2)CN1c1ccc(Cl)cc1 (configuration not stated)
    -5, 4
- CC1CCN(C(=O)CSc2nnc(-c3ccncc3)n2C)CC1
    -12, 31
- C/C(N)=C(/C#N)C(=O)CSc1nnc(Cc2ccccc2F)n1N
    13&-12, -1&3
